Compound activity as filed in PubChem BioAssay.
TLR9-MyD88 block: inhibitors of human TLR9-MyD88 binding; Q9NR96+Q99836; hit rate 0.21% among 340,000; inhibition, % at 4.98 µM; CHO BLA complementation TLR9-MyD88, CCF4 FRET ratio; AID 504734;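 active means inhibition above the mean over all tested compounds plus 3 SD, cut at about 21% in these data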;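 further: 0% = DMSO only wells and 100% = clavulanate BLA inhibitor control wells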
NCOA3 inh: human NCOA3 inhibition | Q9Y6Q9 | HEK293 GAL4-SRC3 luciferase reporter, luminescence | inhibition, % at 3.6 µM | hit rate 0.17% among 360,000 | AID 588352;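 active means inhibition above a per-campaign cutoff, the mean of all compounds plus 3 SD, cut at about 60% in these data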;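 further: 0% = DMSO-treated cells and 100% = gossypol-treated cells at 36 µM; higher means less SRC3-driven luciferase light from the GAL4 reporter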
MC4R barr agon: human MC4R agonism via beta-arrestin; P32245; U2OS MC4R beta-arrestin complementation, luminescence; percent of melanotan II response, DMSO zero; activation, % at 8.9 µM; hit rate 0.98% among 360,000; AID 540308;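 active means activation above a per-plate cutoff, the mean activation of sample wells on that plate plus 3 SD, cut at about 8% in these data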
MC4R antagonist: blocks human MC4R cAMP signaling; P32245; MC4R-expressing cells, MTII-stimulated cAMP, LANCE TR-FRET; inhibition, % at 6.5 µM; hit rate 0.48% among 360,000; AID 540295;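 active means inhibition above its plate's cutoff, the mean of tested wells on that plate plus 3 SD, cut at about 29% in these data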;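 further: 0% = Melanotan II alone and 100% = Melanotan II plus saturating MCL0020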
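system = U2OS cells with stable human MC4R expression | also added = Melanotan II challenge after compound preincubation | dosing = one concentration, 6.5 µM nominal | incubation = compound 30 min, challenge 1 h, detection 1 h | measured by = TR-FRET with Eu-cAMP and labeled anti-cAMP, 671 nm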
NR2F2 inh: blocks human COUP-TFII nuclear receptor | hit rate 0.7% among 370,000 | P24468 | HEK293T NGFI-A luciferase reporter, luminescence | inhibition, % at 8.6 µM;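 active means inhibition above a per-plate cutoff, mean inhibition of test wells between control levels plus 3 SD, cut at about 38% in these data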;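 further: cells cotransfected with COUP-TFII expression vector driving the NGFI-A reporter; 0% = median of COUP-TF2 test wells and 100% = reporter-only cells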
EBV LMP1 NFkB: reduces LMP1-driven NF-kappaB luciferase signal. hit rate 0.69% among 350,000. LMP1-induced NF-kappaB luciferase reporter cells, luminescence. inhibition, % at 12.5 µM. AID 504558; in the data active means inhibition above about 41%;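 further: 0% = neutral control wells and 100% = reference inhibitor control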
LRH-1 inv ag: suppresses constitutive activity of human LRH-1; O00482; HEK293T StAR-luciferase reporter, LRH-1 transfected, 24 h; inhibition, % at 3.6 µM; hit rate 0.13% among 360,000;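 active means inhibition above the mean inhibition of all tested compounds plus 3 SD, cut at about 73% in these data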;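 further: 0% = DMSO wells and 100% = reporter-only cells lacking LRH-1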
SRC1 inh: human NCOA1 inhibition | HEK293 GAL4-SRC1 luciferase reporter, luminescence | inhibition, % at 3.6 µM | hit rate 0.12% among 360,000 | Q15788 | AID 588354;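 active means inhibition above the campaign mean plus 3 SD, with each screening campaign given its own cutoff, cut at about 60% in these data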;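 further: 0% = DMSO treated cells and 100% = gossypol at 36 µM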
ABHD5-PLIN5 inh: blocks binding of human ABHD5 to perilipin-5; Q00G26+Q8WTS1; Split G. princeps luciferase complementation, luminescence, 4 h; inhibition, % at 4 µM; hit rate 0.78% among 360,000; AID 602281;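 active means inhibition above the mean inhibition across every tested compound plus 3 SD, cut at about 22% in these data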;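 further: 0% = DMSO only wells and the 100% control is not disclosed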
NOD2 RIPK2 PPI: NOD2-RIPK2 protein interaction inhibition; CHO BLA complementation NOD2-RIPK2, CCF4 ratio; inhibition, % at 4.98 µM; O43353; hit rate 0.38% among 360,000; in the data active means inhibition above about 21%;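 further: 0% = vehicle only and 100% = reference blocker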
NCOA2 inhibitor: inhibits human steroid receptor coactivator 2 | Q15596 | HEK293 GAL4-SRC2 luciferase reporter, luminescence | inhibition, % at 9 µM | hit rate 0.17% among 370,000 | AID 651957;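 active means inhibition above the mean inhibition of all tested compounds plus 3 SD, set per campaign, cut at about 52% in these data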;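 further: 0% = DMSO treated cells and 100% = cells given Gossypol at 36 µM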
* hit, by the source's call. These rows are one share of the data; count on the stated rates, not on these rows.

Screening COc1ccc(CN=C2NC(=O)CC(C(=O)Nc3cc(C)cc(C)c3)S2)cc1 (stereo not given) returned TLR9-MyD88 block 18, NCOA3 inh -9, MC4R barr agon -1.0, MC4R antagonist 5, NR2F2 inh -8, EBV LMP1 NFkB 13, LRH-1 inv ag 18, SRC1 inh 10, ABHD5-PLIN5 inh 3, NOD2 RIPK2 PPI 8 and NCOA2 inhibitor 13.
For O=C(CNC(=O)c1ccc(Br)cc1)NC1CC1 the results were TLR9-MyD88 block -18, NCOA3 inh 1, MC4R barr agon -1.7, MC4R antagonist 3, NR2F2 inh -12, EBV LMP1 NFkB -5, LRH-1 inv ag 2, SRC1 inh -15, ABHD5-PLIN5 inh 15, NOD2 RIPK2 PPI -10 and NCOA2 inhibitor 9.
Screening Cc1ccsc1/C=N/NC(=O)c1ccc(-n2cccc2)cc1 returned TLR9-MyD88 block 6, NCOA3 inh -57, MC4R barr agon 0.2, MC4R antagonist 0, NR2F2 inh 2, EBV LMP1 NFkB 6, LRH-1 inv ag -41, SRC1 inh -34, ABHD5-PLIN5 inh 4, NOD2 RIPK2 PPI 2 and NCOA2 inhibitor -34.
CC(C)(C)C(c1nc2ccccc2[nH]1)n1c(-c2cc(Cl)cc(Cl)c2)nc2ccccc21 (stereo not given) was read as NR2F2 inh 13, LRH-1 inv ag -12, ABHD5-PLIN5 inh -17, NOD2 RIPK2 PPI -12 and NCOA2 inhibitor 8.
Screening CNCCc1ccccn1 returned TLR9-MyD88 block -10, NCOA3 inh 1, MC4R barr agon -0.1, MC4R antagonist 12, NR2F2 inh -14, EBV LMP1 NFkB 0, LRH-1 inv ag 16, SRC1 inh -4, ABHD5-PLIN5 inh -5, NOD2 RIPK2 PPI -12 and NCOA2 inhibitor 0.
CCN(C)c1cc2c(c3c1ccn3C)C1CCC2C1 (stereo not given) was read as NCOA3 inh 12, NR2F2 inh -1, LRH-1 inv ag 33, SRC1 inh -1, ABHD5-PLIN5 inh -17, NOD2 RIPK2 PPI -9 and NCOA2 inhibitor -24.
`CCCNC(=O)c1cn(CC)c2cc(N3CCN(C(=O)c4ccco4)CC3)c(F)cc2c1=O` gave TLR9-MyD88 block -4, NCOA3 inh 4, MC4R barr agon -0.5, MC4R antagonist 16, NR2F2 inh 17, EBV LMP1 NFkB 12, LRH-1 inv ag 8, SRC1 inh -17, ABHD5-PLIN5 inh 2, NOD2 RIPK2 PPI -6 and NCOA2 inhibitor -14.
O=C(Nc1ccccc1C(=O)NCCCn1ccnc1)c1ccccc1 was read as TLR9-MyD88 block -2, NCOA3 inh 9, MC4R barr agon -1.7, MC4R antagonist 5, EBV LMP1 NFkB -2, LRH-1 inv ag 44, SRC1 inh -22, ABHD5-PLIN5 inh 1 and NOD2 RIPK2 PPI 7.
`Cc1ccc(C(=O)N2CCCCC2)cc1S(=O)(=O)N1CCCC1` gave TLR9-MyD88 block -1, NCOA3 inh 16, MC4R barr agon -1.2, MC4R antagonist 4, NR2F2 inh -3, EBV LMP1 NFkB -6, LRH-1 inv ag 17, SRC1 inh -21, ABHD5-PLIN5 inh 0, NOD2 RIPK2 PPI -2 and NCOA2 inhibitor 2.
For Cc1ccc(CNC(=O)C2CCCN2C(=O)NCc2ccccc2)cc1 (stereo not given) the results were TLR9-MyD88 block 8, NCOA3 inh -6, MC4R barr agon -0.8, MC4R antagonist 7, NR2F2 inh 12, EBV LMP1 NFkB 0, LRH-1 inv ag 2, SRC1 inh -1, ABHD5-PLIN5 inh 1, NOD2 RIPK2 PPI -3 and NCOA2 inhibitor 6.
`O=C(Nc1ccc(Br)cn1)c1cccc2c1-c1ccccc1C2=O` gave TLR9-MyD88 block -4, NCOA3 inh 22, MC4R barr agon -1.0, MC4R antagonist -14, NR2F2 inh 2, EBV LMP1 NFkB 0, LRH-1 inv ag 10, SRC1 inh 3, ABHD5-PLIN5 inh 0, NOD2 RIPK2 PPI 1 and NCOA2 inhibitor 4.
`COc1cc(OC)cc(C(=O)NCc2nc(-c3ccccc3)no2)c1` gave TLR9-MyD88 block 7, NCOA3 inh 3, MC4R barr agon -1.9, MC4R antagonist 2, NR2F2 inh -11, EBV LMP1 NFkB -6, LRH-1 inv ag 22, SRC1 inh 9, ABHD5-PLIN5 inh -1, NOD2 RIPK2 PPI -3 and NCOA2 inhibitor -9.
For CCOC(=O)c1c(C)[nH]c(C)c1C(=O)COC(=O)C1CCCN1S(=O)(=O)c1ccccc1F (stereo not given) the results were TLR9-MyD88 block 1, NCOA3 inh 1, MC4R barr agon -1.3, MC4R antagonist 6, NR2F2 inh 13, EBV LMP1 NFkB 14, LRH-1 inv ag 9, SRC1 inh -14, ABHD5-PLIN5 inh -1, NOD2 RIPK2 PPI 0 and NCOA2 inhibitor 12.
`NC(=O)COC(=O)c1ccccc1SCC(=O)NC1CCCCCC1` gave TLR9-MyD88 block -1, NCOA3 inh -16, MC4R barr agon -0.7, MC4R antagonist -4, NR2F2 inh -4, EBV LMP1 NFkB 0, LRH-1 inv ag 13, SRC1 inh 9, ABHD5-PLIN5 inh 2, NOD2 RIPK2 PPI 6 and NCOA2 inhibitor 1.
Screening COc1cc2cc(C(N)=O)c(N)nc2cc1OC returned TLR9-MyD88 block -1, NCOA3 inh 16, MC4R barr agon -2.4, MC4R antagonist 1, NR2F2 inh -4, EBV LMP1 NFkB 19, LRH-1 inv ag 14, SRC1 inh -10, ABHD5-PLIN5 inh -8, NOD2 RIPK2 PPI 2 and NCOA2 inhibitor -19.
`Cc1ccc2c(C)c(C(=O)NCc3ccc(S(N)(=O)=O)cc3)oc2c1` gave TLR9-MyD88 block 1, NCOA3 inh 18, MC4R barr agon -2.5, MC4R antagonist -2, NR2F2 inh 3, EBV LMP1 NFkB 2, LRH-1 inv ag 13, SRC1 inh 1, ABHD5-PLIN5 inh -1, NOD2 RIPK2 PPI 2 and NCOA2 inhibitor 25.
Screening O=C(N1CCc2[nH]c3ccccc3c2C1)C(F)(F)F returned TLR9-MyD88 block -25, NCOA3 inh 4, MC4R barr agon -1.2, MC4R antagonist -2, NR2F2 inh 5, EBV LMP1 NFkB 1, LRH-1 inv ag 13, SRC1 inh 3, ABHD5-PLIN5 inh 3, NOD2 RIPK2 PPI 8 and NCOA2 inhibitor 19.
Screening CCOc1cc(N2CCOCC2)c(OCC)cc1NS(=O)(=O)c1ccc2c(c1)CC(=O)N2 returned TLR9-MyD88 block -2, NCOA3 inh -7, MC4R barr agon 2.2, MC4R antagonist 9, NR2F2 inh -20, EBV LMP1 NFkB -8, LRH-1 inv ag 16, SRC1 inh -3, ABHD5-PLIN5 inh -5, NOD2 RIPK2 PPI -3 and NCOA2 inhibitor -10.
For Cc1ccc(CN(C(=O)COc2ccc(Br)cc2)C2CCS(=O)(=O)C2)o1 (stereo not given) the results were TLR9-MyD88 block 4, NCOA3 inh 7, MC4R barr agon -1.6, MC4R antagonist 9, NR2F2 inh -13, EBV LMP1 NFkB -8, LRH-1 inv ag 7, SRC1 inh -29, ABHD5-PLIN5 inh -1, NOD2 RIPK2 PPI 11 and NCOA2 inhibitor -6.
`COc1cc(/C=N/NC(=O)C(=O)NCc2ccco2)ccc1O` gave TLR9-MyD88 block -10, NCOA3 inh 19, MC4R barr agon 1.3, MC4R antagonist 3, NR2F2 inh 4, EBV LMP1 NFkB 0, LRH-1 inv ag 22, SRC1 inh -9, ABHD5-PLIN5 inh 2, NOD2 RIPK2 PPI 8 and NCOA2 inhibitor -8.
Screening CCOC(=O)c1ccc(NC(=O)CCc2c(C)nc3ncnn3c2C)cc1 returned TLR9-MyD88 block 3, NCOA3 inh -13, MC4R barr agon -0.2, MC4R antagonist -2, NR2F2 inh 1, EBV LMP1 NFkB -9, LRH-1 inv ag 11, SRC1 inh 5, ABHD5-PLIN5 inh -3, NOD2 RIPK2 PPI -6 and NCOA2 inhibitor -16.
CN(Cc1ccccc1)C(=O)COC(=O)CN1C(=O)c2ccccc2C1=O was read as TLR9-MyD88 block 1, NCOA3 inh 8, MC4R barr agon -1.0, MC4R antagonist 0, NR2F2 inh 14, EBV LMP1 NFkB 0, LRH-1 inv ag 2, SRC1 inh -6, ABHD5-PLIN5 inh 5, NOD2 RIPK2 PPI -5 and NCOA2 inhibitor 12.
Screening O=C(CSc1nc2ccccc2n1CCc1ccccc1)N1CCOCC1 returned TLR9-MyD88 block 11, NCOA3 inh 21, MC4R barr agon -1.1, MC4R antagonist 33*, NR2F2 inh -13, EBV LMP1 NFkB 3, LRH-1 inv ag 1, SRC1 inh 12, ABHD5-PLIN5 inh 4, NOD2 RIPK2 PPI -8 and NCOA2 inhibitor -3.
COc1ccc(C(=O)N2CCC(O)(c3ccc(Cl)cc3)CC2)cc1OC was read as TLR9-MyD88 block -3, NCOA3 inh -5, MC4R barr agon -1.2, MC4R antagonist 17, NR2F2 inh 2, EBV LMP1 NFkB 9, LRH-1 inv ag -12, SRC1 inh -3, ABHD5-PLIN5 inh 3, NOD2 RIPK2 PPI -5 and NCOA2 inhibitor 4.
For O=C1CC(=C(c2ccccc2)c2ccccc2)C(=O)N1CCCCN1CCN(c2cccc(Cl)c2)CC1 the results were TLR9-MyD88 block 2, NCOA3 inh 0, MC4R barr agon 0.1, MC4R antagonist 2, NR2F2 inh 17, EBV LMP1 NFkB -5, LRH-1 inv ag 13, SRC1 inh 7, ABHD5-PLIN5 inh 14, NOD2 RIPK2 PPI -2 and NCOA2 inhibitor -4.
Screening CCCCN(C(=O)C1=COCCO1)c1c(N)n(Cc2ccccc2)c(=O)[nH]c1=O returned TLR9-MyD88 block -1, NCOA3 inh 4, MC4R barr agon 0.2, MC4R antagonist 1, NR2F2 inh -7, EBV LMP1 NFkB -9, LRH-1 inv ag -9, SRC1 inh -7, ABHD5-PLIN5 inh -1, NOD2 RIPK2 PPI -5 and NCOA2 inhibitor 11.
`CC(C)(C)OC(=O)C1=C(CO)CS[C@@H]2[C@H](NC(=O)Cc3ccccc3)C(=O)N12` gave TLR9-MyD88 block -4, NCOA3 inh 0, MC4R barr agon -2.3, MC4R antagonist 13, NR2F2 inh -15, EBV LMP1 NFkB -11, LRH-1 inv ag 7, SRC1 inh -12, ABHD5-PLIN5 inh 3, NOD2 RIPK2 PPI -5 and NCOA2 inhibitor 14.
Screening Cc1nn(CC(O)Cn2cnc3c2c(=O)n(C)c(=O)n3C)c(C)c1Br (stereo not given) returned TLR9-MyD88 block -6, NCOA3 inh 18, MC4R barr agon 0.3, MC4R antagonist 11, NR2F2 inh -11, EBV LMP1 NFkB -2, LRH-1 inv ag 5, SRC1 inh -7, ABHD5-PLIN5 inh -1, NOD2 RIPK2 PPI -1 and NCOA2 inhibitor -10.
Fc1ccccc1CSc1nnc(-c2cnccn2)n1Cc1ccco1 was read as TLR9-MyD88 block -5, NCOA3 inh -11, MC4R barr agon 0.9, MC4R antagonist 11, NR2F2 inh -8, EBV LMP1 NFkB 0, LRH-1 inv ag -38, SRC1 inh -19, ABHD5-PLIN5 inh 0, NOD2 RIPK2 PPI -18 and NCOA2 inhibitor -19.
